# Hsp70 displacement: Hsp70 inhibitors, probe displacement, primary screen, biochemical, fluorescence polarization (AID 583). Heat shock 70 kDa protein 1A (Homo sapiens). displacement, % at 20 µM; hits with a dose series show IC50 in µM. hit rate 0.06% among 140,000. Hsp70 fluorescence polarization probe displacement, mP; higher % means a stronger effect; in the data active means displacement above about 50%;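 further: plate controls were vehicle for no effect and reference ligand for full effect; a part of the inactive calls stands beside numbers as strong as those of hits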
# Rat MKP-3 inhibitors: MKP-3 phosphatase inhibitors, primary screen, biochemical, rat enzyme, in vitro (AID 425). recombinant MKP-3 phosphatase activity, fluorescence; higher % means a stronger effect. inhibition, % at 20 µM, or IC50 in µM where a hit was titrated. hit rate 0.17% among 110,000; in the data active means inhibition above about 50%;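 further: plate controls were vehicle for no effect and reference inhibitor for full effect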
# Starred values were filed as active, the others as inactive; . = no result given; & = joins results of further samples.
SMILES,Hsp70 displacement,Rat MKP-3 inhibitors
COc1cc2c(cc1NC(=O)c1cccnc1)oc1ccccc12,0.0%,.
COC(=O)CN(c1ccccn1)S(=O)(=O)c1ccccc1,7.9%,-6.8%
CC(C)(C)c1ccc(/C=C/C(=O)N2CCc3ccccc3C2)cc1,7.3%,6.4%
COc1ccc(C(=O)CN2C(=O)NC(C)(c3ccc(C)cc3)C2=O)cc1OC (stereo not drawn),1.7%,.
C=CCN1C(=O)/C(=C/c2cccc(OCc3ccccc3Cl)c2)SC1=S,0.3%,0.9%
Cc1ccc(OCC(=O)NNC(=O)c2cccc(F)c2)c(C)c1,-6.8%,2.9%
COc1ccc2oc(C(=O)C3CC3)c(NC(=O)CCCN3C(=O)c4ccccc4C3=O)c2c1,.,-5.3%
O=C1CCCc2[nH]nc(-c3cccnc3)c21,.,-9.3%
CC(=O)c1ccc(S(=O)(=O)N2CCN(c3nc4c(C)c(C)ccc4cc3C#N)CC2)cc1,-6.1%,.
Cc1ccc(C(=O)Nc2ncc(Cc3ccccc3)s2)o1,1.3%,-5.2%
Cc1noc(C)c1CSc1ncnc2sc3c(c12)CCC3,-0.4%,-1.4%
O=C(O)c1ccccc1-c1ccc(/C=C2\SC(=Nc3ccccc3)N(c3ccccc3)C2=O)o1,-3.2%,0.2%

# Molecules from the list above containing a halogen (two):
SMILES,Hsp70 displacement,Rat MKP-3 inhibitors
C=CCN1C(=O)/C(=C/c2cccc(OCc3ccccc3Cl)c2)SC1=S,0.3%,0.9%
Cc1ccc(OCC(=O)NNC(=O)c2cccc(F)c2)c(C)c1,-6.8%,2.9%

# Arranged by length of the SMILES (rising): some entries from above
SMILES,Hsp70 displacement,Rat MKP-3 inhibitors
Cc1ccc(C(=O)Nc2ncc(Cc3ccccc3)s2)o1,1.3%,-5.2%
COc1cc2c(cc1NC(=O)c1cccnc1)oc1ccccc12,0.0%,.
Cc1ccc(OCC(=O)NNC(=O)c2cccc(F)c2)c(C)c1,-6.8%,2.9%
COc1ccc(C(=O)CN2C(=O)NC(C)(c3ccc(C)cc3)C2=O)cc1OC (stereo not drawn),1.7%,.
O=C(O)c1ccccc1-c1ccc(/C=C2\SC(=Nc3ccccc3)N(c3ccccc3)C2=O)o1,-3.2%,0.2%

# (listing goes on)
SMILES,Hsp70 displacement,Rat MKP-3 inhibitors
COC(=O)c1[nH]c(C)c(/C(O)=C2\C(=O)C(=O)N(CCN(C)C)C2c2ccco2)c1C (stereo not drawn),-4.9%,-5.8%
CCN(CC)c1ccc(/C=N/Nc2cc(N3CCOCC3)nc(N3CCOCC3)n2)cc1,-1.4%,-0.7%
Cc1nc2ccccc2c(=O)n1/N=C/c1ccco1,2.0%,0.5%
COc1cccc(N(CC(=O)NCCSc2ccccn2)S(C)(=O)=O)c1,-10.3%,.
CCn1cc(C(=O)N2CCCC2)c(=O)c2cc(S(=O)(=O)N(C)C)ccc21,-0.8%,-8.5%
CC(=O)OC1CC(C)(C)N(OC(=O)c2ccc(N)cc2)C(C)(C)C1,2.7%,-6.3%
CCOC(=O)c1[nH]c(C)c(CCC(=O)OC)c1C,4.1%,-5.2%
CCCn1c(N2CCN(Cc3cccc(C)c3)CC2)nc2c1c(=O)[nH]c(=O)n2C,-4.4%,5.1%
COc1ccccc1NC(=O)N(Cc1ccco1)Cc1cc2cc(C)cc(C)c2[nH]c1=O,-2.9%,-4.7%
Cc1nc2ccc(S(=O)(=O)NCC(=O)N(C)Cc3ccco3)cc2s1,5.6%,-3.2%
CCCc1cc(=O)oc2c(CN3CCN(C)CC3)c(O)c(Cl)cc12,-2.7%,0.5%
O=C(O)c1ccccc1CSc1nc2ccccc2o1,2.6%,.
Cc1ccccc1S(=O)(=O)Cc1ccc(C(=O)NCCN2CCN(Cc3ccccc3)CC2)o1,.,12.8%
C/C(=N\N=C1\NC(=O)C(CC(=O)Nc2cccc(C)c2C)S1)c1ccccc1 (stereo not drawn),2.8%,5.6%
O=C1OC(c2ccc(F)cc2)=N/C1=C\c1ccccc1[N+](=O)[O-],-0.4%,-0.2%
CC12CC(NC(=O)N1c1cccc(C(=O)Nc3ncn[nH]3)c1)c1ccccc1O2 (stereo not drawn),.,4.0%
COc1ccc(C2CC(=O)C3=C(C2)Nc2ccccc2NC3c2ccc(C(F)(F)F)cc2)cc1 (stereo not drawn),0.3%,1.9%
O=C(c1ccc(F)cc1)N1CCN(Cc2ccc(F)cc2)CC1,3.3%,-1.8%
Cc1cccc(NCc2nc3ccccc3n2Cc2ccccc2)c1,-1.7%,.
COC(=O)c1cc2c(ccn2-c2ccc(F)cc2)n1C(C)C,-5.4%,.
O=C(NC(=S)Nc1nc(-c2ccccc2)cs1)c1ccccc1Cl,7.0%,2.1%
CC(C)(C#N)Nn1cnnc1,1.3%,0.2%
CCOC(=O)CC(N)c1ccc(OC)cc1 (stereo not drawn),.,7.4%
CCOc1ccc(S(=O)(=O)N2CCN(c3ccccc3)CC2)c2ccccc12,-3.7%,2.1%
COc1ccc(C(=O)NNC(=O)c2ccc(C)cc2)c(OC)c1,3.3%,-0.4%
N#CSCCCCOc1ccccc1Br,1.6%,-0.9%
CC(C)C(=O)Nc1nnc(CCc2nnc(NC(=O)C(C)C)s2)s1,1.4%,3.8%
CCOc1ccc(Nc2ncnc(N)n2)cc1,-0.2%,6.7%
CCCN(CCC)C(=O)Cn1c(=O)n(CCCCC(=O)NC2CCCC2)c(=O)c2ccccc21,.,7.5%
COc1cccc(CN(C(=O)c2cc3ccccc3oc2=O)C2CC2)c1,0.4%,-4.8%
COc1ccc(Cc2nn3c(Cn4nnc5ccccc54)nnc3s2)cc1,-0.2%,-10.2%
CCOC(=O)C1=NNC(C(=O)OCC)(C(=O)OCC)C1c1ccccc1 (stereo not drawn),-1.7%,4.2%
COc1cccc(NC(=O)CCS(=O)(=O)c2cccs2)c1,-5.6%,-4.4%
CCC1=NN2C(=N)/C(=C/c3ccc(-c4ccc([N+](=O)[O-])cc4Cl)o3)C(=O)N=C2S1,-6.2%,-3.4%
COc1ccc(NC(=O)COC(=O)CCCc2c[nH]c3ccccc23)cc1,1.4%,.
COc1ccc(C2=C(C)CC(C)(C)NC2=O)cc1OC,5.7%,-3.0%
N#CC1=C(SCC(=O)c2cc3ccccc3oc2=O)NC(=O)C(C#N)C12CCCC2 (stereo not drawn),-2.4%,2.9%
Cc1nnc(SCC(=O)c2cc(C)n(-c3c(C)n(C)n(-c4ccccc4)c3=O)c2C)s1,-4.2%,-8.0%
O=C(NC1CCS(=O)(=O)C1)c1c(NC(=O)C2COc3ccccc3O2)sc2c1CCCC2 (stereo not drawn),7.4%,-3.8%
C=CCOC(=O)CN1C(=O)c2ccccc2C1=O,4.6%,-6.0%
CCOC(=O)C1=C(O)/C(=C/c2ccccc2)SC1=Nc1ccc(F)cc1,-2.7%,1.6%
CC(C)N1C(=O)c2cccc3c(N4CCCCC4)ccc(c23)C1=O,-5.8%,0.3%
O=C(Nc1ccc(F)cc1)Nc1ccc(Cl)cn1,6.4%,1.2%
CCn1cc(C(=O)NCCOC)c(=O)c2ccc(C)nc21,0.5%,-2.1%
COc1cccc(C2CC(=O)N3CN(c4cccc(Cl)c4C)CSC3=C2C#N)c1OC (stereo not drawn),-2.4%,-6.7%
O=C(Cn1c(-c2cscn2)nc2ccccc21)Nc1ccc2ccccc2c1,-0.3%,.
Cc1noc2ncnc(Sc3ccccc3Cl)c12,-2.6%,.
Cn1c(SCC(=O)N/N=C/c2c(Cl)cccc2Cl)nc2ccccc21,1.5%,1.9%
Cc1cc(C)cc(NC(=O)C2CCCN(c3nc(C)cc(C)n3)C2)c1 (stereo not drawn),-0.1%,-11.0%
CCOC(=O)COc1ccc2c(C(F)(F)F)cc(=O)oc2c1,8.8%,0.5%
Cc1ccc(/C(O)=C/c2nc3ccc([N+](=O)[O-])cc3oc2=O)o1,-0.1%,2.4%
CCn1c(C(=O)N2CCCC(C(=O)NCCCc3ccccc3)C2)cc2sccc21 (stereo not drawn),-5.0%,-5.5%
O=C(CNC1=NCCC1)c1ccc2c(c1)OCCO2,2.0%,-6.3%
CC1=C(C(=O)Nc2cc(Cl)ccc2C)C(c2ccccc2Cl)NC(=S)N1 (stereo not drawn),.,-0.9%
Cc1cccc(OCc2nc(C#N)c(NCc3ccc4c(c3)OCO4)o2)c1,7.2%,3.6%
Cc1ccc(C)c(-n2nnnc2SCC(=O)Nc2c(C)n(C)n(-c3ccccc3)c2=O)c1,-1.7%,.
CCOc1ccc(Nc2nc3c(c(=O)[nH]2)CCC3)cc1,-3.8%,-4.5%
O=C(NOC(=O)c1ccccc1Br)c1ccc(Cl)cc1,-1.6%,-0.4%
CCOC(=O)N1CCN(c2nc(C)c3c(n2)CCCC3=O)CC1,-1.7%,3.1%
C=CCn1c(SCc2ccc(C#N)cc2)nnc1-c1ccccc1,-6.2%,.

# Compound profiles, as listed above:
# O=C(NOC(=O)c1ccccc1Br)c1ccc(Cl)cc1 reads Hsp70 displacement = -1.6%; Rat MKP-3 inhibitors = -0.4%
# CCOC(=O)N1CCN(c2nc(C)c3c(n2)CCCC3=O)CC1 reads Hsp70 displacement = -1.7%; Rat MKP-3 inhibitors = 3.1%

# More structures follow:
SMILES,Hsp70 displacement,Rat MKP-3 inhibitors
Cc1noc(C)c1C(=O)Nc1ccc(F)cc1F,-1.8%,.
C=CCn1c(SCC(=O)NC(=O)NC2CCCC2)nnc1C1CCCCC1,0.3%,1.1%
COc1ccc(C(=O)Nc2ccc3c(c2)OCO3)cc1,2.1%,0.8%
COCCn1c(CN2CCC(Cc3ccccc3)CC2)nc2c1c(=O)n(C)c(=O)n2C,-4.6%,.
O=C(Nc1ccccc1C(=O)N1CCOCC1)c1cccc(F)c1,3.6%,1.7%
Brc1cccc(-c2nnc3sc(CN4CCC5(CC4)OCCO5)cn23)c1,-2.3%,-5.1%
O=c1c2ccccc2nc2c3ccccc3c(N3CCOCC3)nn12,-1.1%,-2.0%
CCc1nnc(NC(=O)C2Cc3ccccc3CN2S(=O)(=O)c2cccs2)s1 (stereo not drawn),-1.9%,-0.1%
COc1cccc(C2NC(=O)NC(O)(C(F)(F)F)C2C(=O)c2cccnc2)c1OC (stereo not drawn),0.6%,-8.5%
CC(C)(C)c1ccc(C2=N/C(=C\c3cccnc3)C(=O)O2)cc1,-1.1%,-3.0%
COC(=O)CN(c1ccccc1C)S(C)(=O)=O,1.7%,2.2%&0.7%
O=c1cc(-c2ccco2)oc2ccc(Cl)cc12,-3.8%,-0.3%
Cn1c(=O)cc(OCCCC(=O)NCc2ccc3c(c2)OCO3)c2ccccc21,0.4%,-5.1%
COc1ccccc1-n1c(=O)c2c3c(sc2n2c(SC)nnc12)CCC3,-7.9%,-3.3%
COc1cccc(-c2cc(C(F)(F)F)nc(-n3cncn3)n2)c1,3.7%,1.6%
COc1ccccc1NC(=O)CN(c1ccccc1OC)S(=O)(=O)c1ccccc1,3.2%,5.0%
COc1ccccc1N1C(=O)CC(S/C(N)=N/N=C(\C)c2ccc(F)cc2)C1=O (stereo not drawn),-1.8%,2.9%
COc1cc(OC)c(-c2nn3c(-c4ccncc4)nnc3s2)cc1OC,3.1%,-6.7%
O=P1(C(Nc2ccc(O)cc2)c2ccc(Br)cc2)OCCCO1 (stereo not drawn),-2.4%,-0.6%
Cc1[nH]c2ccccc2c1C(=O)CN1CCC(C(N)=O)(N2CCCCC2)CC1,5.7%,0.6%
N#C/C(=C\c1ccc(-c2cccc(Cl)c2)o1)c1ccc(Cl)cc1,-32.0%,7.1%
CCOC(=O)Cn1nnnc1CN(Cc1cccs1)Cc1cc2cc(C)ccc2[nH]c1=O,9.0%,.
Cc1cc(C)c2oc(-c3ccc(NC(=O)c4cc5ccccc5o4)cc3O)nc2c1,-20.5%,12.6%
COCCCNC(=O)c1ccc(N(C)S(=O)(=O)c2ccccc2)cc1,-5.1%,-1.9%
Cn1ccnc1SCC(=O)Nc1cccc(O)c1,-9.9%,.
COc1ccc(NC(=O)Cn2nnc(C(=O)NCc3ccccc3OC)c2N)cc1Cl,8.4%,-14.1%
O=C(N/N=C/c1cc(O)c(Br)cc1Br)c1cccc(F)c1,0.5%,-1.0%
CC1(C)c2ccccc2N2CCC(=O)NC21/C=C/c1ccco1 (stereo not drawn),-56.4%,-3.6%
COc1ccc(OC)c(N(CC(=O)NCc2ccncc2)S(C)(=O)=O)c1,11.3%,.
N#CC1=C(N)Oc2c(ccc3ccccc23)C1c1ccc2c(c1)OCO2 (stereo not drawn),0.6%,-0.4%
O=C(Nc1cccnc1)c1cccnc1,1.8%,-10.4%
Cc1ccc(CNC(=O)C(=O)NCCCn2ccnc2)cc1,-2.9%,.
CC(C)CCNC(=O)c1cccc(Cl)c1,8.1%,-12.2%
CC(CCc1ccc(O)cc1)N(C)CCc1ccccc1 (stereo not drawn),-4.6%,-13.6%
c1cc2c(cc1C1CCCCC1)c1c3n2CCN=C3CCC1,-1.0%,.
Cc1c(-c2ccc(F)cc2)[n+](=O)c(-c2ccc(F)cc2)c(C)n1[O-],-1.1%,.
O=C(/C=C/c1ccc(-c2cc(Cl)ccc2Cl)o1)c1ccc([N+](=O)[O-])cc1,1.2%,3.6%
CCn1c(SCC(=O)Nc2ccc(S(=O)(=O)Nc3onc(C)c3C)cc2)nnc1-c1ccccc1,9.4%,.
CCNc1ccc(Br)cc(C(=O)/C=C/c2ccccc2Cl)c1=O,-4.8%,.
Cc1cc(N2CCOCC2)nc(SCC(=O)c2ccccc2)n1,-2.5%,-10.2%
O=C(c1ccco1)N1CCN(C(c2ccccc2F)c2nnnn2CC2CCCO2)CC1 (stereo not drawn),-2.6%,-5.8%
COc1ccc(-c2[nH]nc3c2C(c2ccoc2)C(C#N)=C(N)O3)cc1 (stereo not drawn),5.1%,.
Cc1ccc2nc(SCC(=O)NCc3ccco3)c(C#N)cc2c1,-1.3%,5.8%
Cc1ccc(C(=O)CCNc2ccc3ccccc3c2)o1,-0.4%,4.0%
Cc1ccc(-c2nc3ncccc3o2)cc1NC(=O)COc1ccccc1,-0.6%,.
COc1c(OC(C)=O)ccc(/C=N\NC(=O)COc2ccc(C)cc2)c1[N+](=O)[O-],-1.3%,7.2%

# A portion of the library; rates above refer to the full screens.
